Screening data deposited in PubChem by several laboratories.
HSP90 refold inh = HSP90 refolding inhibition in rabbit reticulocyte lysate | luciferase refolding luminescence, 3 h | inhibition, % at 5.6 µM | hit rate 0.91% among 290,000;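 active means inhibition above the screen-wide mean plus 3 SD, computed separately per campaign, cut at about 16% in these data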;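 further: 0% = DMSO wells and 100% = 60 µM geldanamycin wells; inhibitors lower the luminescence because luciferase stays unfolded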
KLF5 inhibitor = inhibitors of KLF5 expression; hit rate 0.23% among 290,000; inhibition, % at 5 µM; DLD-1 KLF5 promoter-luciferase reporter, luminescence;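 active means inhibition above a per-plate limit of that plate's mean compound inhibition plus 3 SD, cut at about 60% in these data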;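 further: 0% = DMSO wells and 100% = LY294002 at 200 µM; higher means less KLF5 promoter-driven luciferase light; inactives centre near -14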
AI-2 QS modul = Vibrio harveyi AI-2 quorum sensing modulation; Vibrio harveyi JMH597 AI-2 luminescence/OD600 ratio, 9 h; active compounds read low; strain lacks LuxN and CqsS sensors; 0 = neutral-control median; activity change, % at 7.5 µM; hit rate 0.4% among 300,000; in the data active means activity change below about -75%, passing the limit was not always enough; inconclusive means no clear call, values can overlap the other calls;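 further: luminescence divided by OD600 gain over 9 h not by final OD600 alone; inactives centre near 13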
HSF1 inh = HSF1 inhibition. activity change, negative = inhibition, % at 7.5 µM (by protocol). hit rate 0.77% among 300,000. NIH3T3-HGL HSE-luciferase, MG132-induced, luminescence 8 h; active compounds read low;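 active means more than half of replicate wells show activity change below -50%, luminescence cut by over half; inconclusive means some wells, but at most half, below -50%; inactive means no replicate well below -50%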;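 further: luciferase reports HSF-1 transcriptional activity via heat shock element; 0% = median of DMSO wells and -100% = zero luminescence signal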
GSK3A inh = human GSK-3 alpha kinase inhibition. P49840. ADP-Glo luminescence, 60 min. inhibition, % at 10 µM. AID 2650. hit rate 0.1% among 320,000;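 in the data active means inhibition above about 50%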;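 further: GST-tagged GSK-3 alpha with peptide substrate and 25 µM ATP; 0% = DMSO neutral wells and 100% = GW8510 positive control wells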
Target sequence (P49840 whole entry, looked up): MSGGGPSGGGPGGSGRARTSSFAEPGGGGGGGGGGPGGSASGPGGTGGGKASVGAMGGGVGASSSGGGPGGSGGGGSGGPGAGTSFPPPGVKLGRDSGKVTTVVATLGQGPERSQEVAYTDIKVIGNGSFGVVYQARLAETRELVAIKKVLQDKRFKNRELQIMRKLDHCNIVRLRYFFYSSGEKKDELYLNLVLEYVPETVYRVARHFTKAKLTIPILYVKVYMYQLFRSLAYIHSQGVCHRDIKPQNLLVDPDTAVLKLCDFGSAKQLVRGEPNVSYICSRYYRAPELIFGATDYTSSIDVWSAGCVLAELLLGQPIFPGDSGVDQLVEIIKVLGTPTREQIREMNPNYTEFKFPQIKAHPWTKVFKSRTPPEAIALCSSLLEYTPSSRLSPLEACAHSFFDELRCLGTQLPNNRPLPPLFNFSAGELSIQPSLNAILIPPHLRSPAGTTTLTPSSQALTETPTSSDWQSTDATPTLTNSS
GSK3B inh = inhibitors of human GSK3beta kinase; hit rate 0.038% among 300,000; activity score (negative = inhibition), % at 10 µM; GST-GSK3beta kinase, ADP-Glo luminescence, 60 min; active compounds read low;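 active means more than half of replicate wells score below -50%, meaning over 50% inhibition versus plate controls; inconclusive means some replicates but at most half score below -50%; inactive means no replicate scores below -50%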;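 further: 0% = median DMSO wells and -100% = median GW8510 positive control wells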
Target sequence (P49841 whole entry, looked up): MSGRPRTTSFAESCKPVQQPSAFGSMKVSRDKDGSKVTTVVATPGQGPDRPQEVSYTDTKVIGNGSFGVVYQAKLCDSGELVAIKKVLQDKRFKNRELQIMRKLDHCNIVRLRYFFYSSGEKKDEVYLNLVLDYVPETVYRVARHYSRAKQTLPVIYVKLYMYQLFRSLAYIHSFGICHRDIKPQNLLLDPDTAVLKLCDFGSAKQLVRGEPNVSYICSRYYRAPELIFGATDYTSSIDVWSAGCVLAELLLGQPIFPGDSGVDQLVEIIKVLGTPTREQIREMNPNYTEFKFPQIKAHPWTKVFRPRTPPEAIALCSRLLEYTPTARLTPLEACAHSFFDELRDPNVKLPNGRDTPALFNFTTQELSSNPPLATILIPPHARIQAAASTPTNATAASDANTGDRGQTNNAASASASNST
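Test system: GST-fused GSK3beta enzyme, cell-free | Quantity: 1.6 ng GST-GSK3beta enzyme per well | Reagent: 25 µM ATP with peptide substrate | Schedule: 60 min enzyme reaction, room temperature | Signal: Luminescent ADP-Glo measurement of ADP formed | Read-out basis: Score relative to plate controls | Control set: DMSO and 20 µM GW8510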
HIF activator = HIF pathway transcriptional activation; AID 1910; activation, % at 7.5 µM (by protocol); U2OS HRE-luciferase reporter, luminescence; normalized: DMSO 0%, desferrioxamine 100%; hit rate 0.32% among 300,000;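 active means mean activation of at least 10% of the iron chelator positive control signal, with at least half of replicates also reaching 10%; inconclusive means mean and replicate majority disagree about reaching 10%; inactive means mean and most replicates under 10%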
IEC-6 cytotox = kills IEC-6 intestinal cells in KLF5 counter-screen. IEC-6 cytotoxicity, luminescence viability. inhibition, % at 5 µM. hit rate 0.78% among 290,000. AID 1825; in the data active means inhibition above about 22%;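 further: 0% = plate median of test compound wells and 100% = cytotoxic reference compound wells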
aSyn UTR inh = MLPCN primary screen, SNCA 5' untranslated region; inhibition, % (tested at 7.5 µM); AID 1813; hit rate 0.82% among 300,000; alpha-synuclein 5'UTR reporter, inhibitor activity; in the data active means inhibition above about 60%; inconclusive means no clear call, values can overlap the other calls;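 further: H4 neuroglioblastoma cells stably carrying SNCA 5'UTR luciferase fusion; 0% = DMSO wells and 100% = positive control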
HSF1 activator = increases HSF-1 driven luciferase reporter signal; AID 504408; NIH3T3-HGL HSF-1 luciferase reporter, MG132, 8 h; 100% = twice DMSO control signal; activation, % at 9 µM; hit rate 1.7% among 300,000;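 active means mean replicate activation of at least 50% with a set share of replicates each reaching 50%; inconclusive means only one of those two conditions met; inactive means mean below 50% and too few replicates reaching it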;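 further: 0% = median of the neutral control wells and 100% = twice that signal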
* = called active by the depositor; ? = inconclusive; . = no result given.

Every second line gives: HSP90 refold inh | KLF5 inhibitor | AI-2 QS modul | HSF1 inh | GSK3A inh | GSK3B inh | HIF activator | IEC-6 cytotox | aSyn UTR inh | HSF1 activator
- COc1cc(S(=O)(=O)N2CCC(c3nc4ccccc4s3)CC2)ccc1S(=O)(=O)N1CC(C)CC(C)C1 (stereo not drawn)
 : -0.5 | -18.8 | 15.5 | -1.4 | -2.0 | -7.3 | 0.3 | 3.0 | -19.5 | 16.6
- Cc1ccc2cc(CN(Cc3ccc4c(c3)OCO4)Cc3nnnn3Cc3ccco3)c(=O)[nH]c2c1C
 : 2.1 | -9.8 | 5.7 | 8.0 | 5.0 | -1.6 | -0.4 | -0.6 | 10.5 | -6.8
- CCCCN(C)CCNC(=O)CSCc1ccc(C)cc1
 : 2.3 | 0.1 | 25.2 | -7.8 | -2.8 | 1.9 | -0.1 | 3.0 | 0.3 | -4.4
- O=C(COC(=O)c1nc(Cl)ccc1Cl)c1ccc[nH]1
 : . | . | -0.5 | -5.4 | -1.9 | 0.0 | -0.4 | . | -2.2 | -7.0
- O=C(NC(=S)N1CCN(C/C=C/c2ccccc2)CC1)c1ccco1
 : 1.8 | -16.7 | 16.9 | 6.5 | -1.1 | 3.0 | 0.6 | -9.9 | -1.0 | 11.9
- CC1CN(CC(O)COCc2ccc3c(c2)OCO3)CC(C)O1 (stereo not drawn)
 : -1.7 | -7.4 | 7.5 | -0.8 | . | 3.1 | -0.2 | -8.4 | -11.6 | -4.8
- CC(C)c1ccc2c(c1)C(c1cccs1)=NNC(c1ccncc1)=N2
 : 2.2 | -68.6 | 23.1 | 8.2 | -0.8 | 0.7 | -0.8 | -0.1 | -43.5 | 14.7
- CS(=O)(=O)N1CCN(C2CCN(Cc3ccccc3)CC2)CC1
 : -2.6 | -31.4 | -8.6 | 0.8 | -1.7 | 0.0 | -1.2 | 0.7 | -3.2 | -17.2
- COc1ccc(S(=O)(=O)N2CCC(C(=O)Nc3cccc(C(C)=O)c3)CC2)cc1
 : -2.9 | -46.8 | 13.3 | -2.0 | -1.8 | -1.9 | 0.1 | -8.4 | 1.2 | -1.0
- CSc1nsc(SC)c1C(=O)NC(=O)Nc1cccnc1
 : 0.6 | 6.5 | 21.4 | . | -1.6 | -1.3 | . | 0.2 | . | .
- O=C(Nc1nc2nc(-c3ccccc3)cc(=O)n2[nH]1)c1ccccc1
 : 1.2 | -14.5 | 24.2 | -1.3 | -2.1 | -1.9 | -0.3 | 1.6 | 12.1 | -9.0
- COc1ccc2c3c(cccc13)C(=O)CC2
 : 5.2 | 4.6 | 1.4 | 5.0 | 4.2 | -0.9 | -15.9 | -1.7 | 21.5 | 23.9
- Cc1ccc(CNC(=O)C2CC(c3ccccc3C(F)(F)F)=NO2)o1 (stereo not drawn)
 : . | . | 18.0 | -2.0 | -1.1 | -1.9 | -0.7 | . | 29.2 | 5.6
- C=Cc1ccc(COC(=O)c2cn(CC)c3nc(C)ccc3c2=O)cc1
 : -4.4 | -32.1 | 18.8 | 8.7 | -4.5 | -0.5 | -6.0 | 0.3 | 12.5 | 0.4
- CCOc1ccccc1Nc1nc(-c2sc(NC(=O)c3ccccc3)nc2C)cs1
 : 46.3* | -13.0 | 10.9 | -12.1 | -0.6 | 0.7 | 1.0 | 8.4 | -5.5 | -32.4
- O=C(Nc1c(-c2ccccc2)nc2sccn12)c1ccccc1
 : -3.1 | 8.0 | 4.6 | -3.5 | -0.1 | 4.1 | -0.7 | 9.1 | 3.2 | 8.0
- O=C(O)COc1ccccc1/C=N/NC(=O)Cc1csc(Nc2cccc(C(F)(F)F)c2)n1
 : 2.9 | -7.6 | 4.0 | -10.9 | 1.0 | 1.7 | 0.4 | 2.8 | -14.8 | 0.2
- CCC(=O)N(CCc1ccccc1C)Cc1cc2cc3c(cc2[nH]c1=O)OCO3
 : -1.0 | -16.8 | -4.5 | 5.7 | 0.4 | -5.1 | -0.6 | -6.4 | -10.5 | 3.2
- CCC(C)c1ccc(OCCCCN2CCOCC2)cc1 (stereo not drawn)
 : 5.5 | -40.5 | 14.0 | 9.2 | 0.8 | -0.3 | -38.4 | -0.4 | -21.7 | 20.0
- CC(C)n1cc(/C=N/NC(=O)COc2cccc3cccnc23)c2ccccc21
 : 2.4 | -3.6 | 40.6 | 22.1 | -2.6 | -1.6 | -0.3 | 5.0 | -36.5 | 77.7*
- CCCN(CCC)CCCNC(=O)CNC(=O)c1nn(-c2ccc(OC)cc2)c(=O)c2ccccc12
 : 1.6 | -28.5 | 9.7 | -1.3 | -2.7 | -0.8 | 0.6 | 3.9 | -24.6 | -10.7
- Cc1cccc(/C=N/NC(=O)Cn2nc(C)cc2C)n1
 : 1.0 | -7.4 | 19.9 | 8.1 | 0.2 | 0.0 | -0.4 | -7.3 | 11.7 | -9.5
- O=C(/C=C/Sc1ncn[nH]1)c1ccc(Cl)cc1
 : 4.3 | 4.6 | -91.7* | 77.8 | -0.7 | 0.5 | -4.9 | 96.3* | -73.9 | ?
- CC(NS(=O)(=O)c1ccccc1)C(=O)Nc1ccc(S(N)(=O)=O)cc1 (stereo not drawn)
 : -2.9 | 13.9 | 25.8 | -3.3 | . | 3.7 | 0.3 | -1.8 | 12.0 | -3.8
- COC(=O)c1ccc(=O)n(Cc2ccc3c(c2)OCO3)c1
 : 3.3 | -3.7 | 9.3 | -0.9 | -1.7 | -4.3 | -0.4 | 3.0 | 9.6 | -8.4
- CCOc1ccccc1CN1CCNC(=O)C1CC(=O)N(C)CCC1CCOCC1 (stereo not drawn)
 : -0.9 | -21.7 | 7.7 | 4.8 | -1.7 | 3.0 | -0.6 | 6.3 | -6.2 | 3.9
- CCOC(=O)c1nnn2c1nc(Nc1cccc(C(F)(F)F)c1)c1ccccc12
 : 1.1 | -10.3 | 28.0 | -1.6 | -0.4 | 0.2 | 0.0 | 3.7 | -45.8 | 11.4
- COC(=O)CCC(=O)OC1(C)C(=O)C=C2C=C(C3CC3)N(Cc3ccc(OC)cc3)C=C2C1=O (stereo not drawn)
 : . | . | 35.3 | 0.9 | -1.4 | -0.7 | -0.5 | . | 7.9 | -4.3
- CCOC(=O)c1cn2nc(N3CCCCC3)ccc2n1
 : 39.1* | -11.1 | 24.3 | -28.3 | 1.5 | -0.7 | -1.9 | -3.5 | 21.4 | -38.1
- CCOC(=O)COc1ccc(S(=O)(=O)N2CCN(c3ccccc3)CC2)cc1
 : 0.8 | -1.6 | 22.3 | . | -1.0 | 4.8 | . | -6.0 | -4.8 | .
- O=[N+]([O-])c1ccccc1NCCNc1ncc(C(F)(F)F)cc1Cl
 : 0.0 | -2.7 | 13.6 | 44.1 | 5.0 | 0.7 | 1.9 | 1.4 | -77.0 | 45.4
- Cc1ccc2[nH]c(=O)c3cc(C(=O)N(C)Cc4ccco4)sc3c2c1
 : -2.7 | -20.1 | 45.5 | 9.1 | 1.5 | 2.3 | 1.3 | -0.3 | -51.8 | 6.7
- C=CCN(C(=O)CSc1nc2ccsc2c(=O)n1Cc1ccccn1)c1ccccc1
 : -0.9 | -13.5 | . | -0.3 | -1.2 | . | 1.8 | -2.3 | -41.5 | 12.6
- Nc1ncn(-c2ncc(C(F)(F)F)cc2Cl)n1
 : 0.0 | -37.6 | 2.8 | -2.2 | 1.0 | 2.9 | -0.2 | -4.2 | -22.0 | -6.2
- Cc1ccc(-c2cc(C(=O)Nc3nccs3)c3ccccc3n2)c(C)c1
 : -1.0 | -22.1 | 5.3 | -13.3 | -0.1 | 1.6 | 0.3 | -7.1 | 3.3 | -14.0
- O=C1CCCC(O)=C1C=NCCc1ccccc1
 : 1.9 | 21.6 | 22.4 | 8.4 | -4.9 | 2.6 | -0.1 | 6.4 | -30.7 | 21.0
- O=C(NC(Nc1ccc(F)cc1)(C(F)(F)F)C(F)(F)F)c1cccnc1
 : -4.2 | -18.2 | 25.1 | 0.4 | -6.9 | -1.8 | 0.3 | 3.1 | -3.7 | 2.9
- O=C(Cn1c(NCCO)nc2ccccc21)NCCc1ccccc1
 : -1.1 | -22.9 | . | -1.3 | -0.5 | . | 0.2 | 10.4 | -1.4 | -20.2
- CC(=O)c1cccc(-n2c(CCC(=O)O)ccc2-c2ccccc2)c1
 : -0.9 | 0.5 | -3.8 | 7.3 | -0.7 | 2.4 | 1.3 | 0.9 | 7.9 | 21.6
- O=C(Nc1ccc(Cl)cc1)Nc1nnc(CSc2ccc(Cl)cc2)s1
 : 3.0 | -25.1 | 12.7 | -1.8 | 0.1 | 1.5 | 0.1 | 9.8 | -20.1 | -7.6
- CN(C)CCN1C(=O)C2C3C=CC(C3)C2C1=O (stereo not drawn)
 : -0.9 | -33.0 | 17.2 | 0.7 | . | -4.5 | -0.3 | -2.1 | 25.3 | 27.0
- CC1(C)CC(=O)C=C(NCc2ccc(Cl)c(Cl)c2)C1
 : -3.1 | -24.5 | 1.6 | 5.1 | -4.8 | -2.5 | -0.3 | -6.8 | -0.2 | 1.9
- CCOc1ccc(/C=N/NC(=O)c2cc3c(OC)cc(OC)cc3[nH]2)cc1OC
 : 12.9 | -50.4 | 16.8 | -2.7 | 0.6 | 1.7 | -0.7 | 4.6 | -10.6 | -8.0
- CC(=O)c1c(C)[nH]c(C(=O)OCC(=O)Nc2cc(S(=O)(=O)N3CCCC3)ccc2Cl)c1C
 : 0.1 | -40.9 | 25.2 | 2.9 | 0.8 | -0.1 | 0.1 | 2.3 | -56.3 | -9.3
- COc1ccccc1CCC(=O)OCC(=O)NC1CC1
 : . | . | 51.3 | -7.4 | -2.7 | -5.9 | -2.8 | . | 16.2 | 1.6
- COc1ccc(F)cc1S(=O)(=O)NC1CCCCCC1
 : -2.6 | -2.1 | 4.8 | -2.6 | 0.9 | -1.6 | -2.0 | -1.6 | 13.2 | 9.8
- Cc1cc2oc(C(=O)N(Cc3ccccc3)C3CCS(=O)(=O)C3)cc(=O)c2cc1Cl (stereo not drawn)
 : 3.2 | -12.1 | 14.9 | 7.1 | -4.2 | -1.8 | 0.2 | 1.6 | 21.9 | 8.4
- COc1ccc(S(=O)(=O)N2CCOC2CNC(=O)C(=O)NCc2ccncc2)cc1 (stereo not drawn)
 : -4.4 | -13.1 | 23.2 | -0.9 | -2.6 | 0.9 | -0.2 | 5.3 | 3.3 | 5.9
- CC1CCCC(NC(=O)CNC(=S)N(Cc2ccccc2)Cc2cccs2)C1C (stereo not drawn)
 : 7.3 | -21.6 | 11.8 | 8.0 | 0.8 | 0.0 | -1.6 | 2.0 | 19.1 | 21.8
- CCC(C(=O)NCCCc1ccccc1)n1nc(C)c2c(C)n(-c3ccccc3)nc2c1=O (stereo not drawn)
 : -2.0 | -28.7 | 27.9 | 5.8 | -1.6 | 0.4 | 0.0 | -0.6 | -2.0 | 1.6
